Apoferritin bind: qHTS Assay for Identification of Novel General Anesthetics; Potency, µM (titrated, usually from 77.5 µM), for the others: at the highest dose activity change, negative = displacement, hits mostly inhibitors; 350,000 tested, 0.074% active; apoferritin/1-aminoanthracene competitive binding, fluorescence; Ferritin light chain (Equus caballus), P02791; further: potency means the concentration at half of the fitted maximal effect; on the % scale 0 is the no-effect control and ±100 the full control effect; nearly all actives have a fitted effect of over 20% in size
Target sequence (P02791 2-175 limits assumed): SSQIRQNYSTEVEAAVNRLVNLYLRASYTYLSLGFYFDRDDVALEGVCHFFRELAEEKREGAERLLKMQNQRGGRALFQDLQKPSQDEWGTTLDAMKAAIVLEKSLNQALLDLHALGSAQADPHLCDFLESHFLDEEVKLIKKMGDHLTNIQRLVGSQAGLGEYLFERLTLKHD
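Probe: 1-aminoanthracene (50% saturated, PBS). Protein: horse-spleen apoferritin, 10 uM. Incubation: 10 min, room temperature. Detection: 380 nm excitation, 535 nm emission. Analysis: normalized response, four-parameter Hill.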
Pol eta inh: qHTS for Inhibitors of Polymerase Eta | Potency, µM (top dose mostly 114 µM), inactives show top-dose activity change, negative = inhibition, actives largely listed as inhibitors | 390,000 tested, 1.2% active | recombinant Pol eta, fluorescent DNA replication assay | DNA polymerase eta (Homo sapiens), Q9Y253; further: potency means the concentration at half of the fitted maximal effect; on the % scale 0 is the no-effect control and ±100 the full control effect
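Fluorescent replication assay: 50 nM final substrate added after a 15 min room-temperature compound preincubation with 10 nM enzyme. Signal taken at 0 min and again at 10 min.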
POLK inh: qHTS for Inhibitors of Polymerase Kappa. DNA polymerase kappa (Homo sapiens), Q9UBT6. purified Pol kappa, fluorescent DNA synthesis assay, 10 min. Potency, µM (series often up to 107 µM), for inactives: top-dose activity, negative = inhibition, usual class: inhibitors. 400,000 tested, 0.53% active. AID 588579, 2011; further: potency means the concentration at half of the fitted maximal effect; on the % scale 0 is the no-effect control and ±100 the full control effect
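50 nM final substrate added after 15 min RT preincubation of 10 nM Pol kappa with compound; fluorescence read at 0 and 10 min.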
Glioma ERSR ind: qHTS for Inducers of the Endoplasmic Reticulum Stress Response (ERSR) in Human Glioma: qHTS; U87-MG GRP78 promoter luciferase reporter, 16 h; Potency, µM, for inactives: at the top dose activation, actives largely listed as activators; 420,000 tested, 0.02% active; further: potency means the concentration at half of the fitted maximal effect; series mostly up to about 76 µM; % of control where 0% means no effect; nearly all actives have a fitted effect of over 35% in size
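Stably transfected U87-MG glioma cells carrying a GRP78-based luciferase sensor; 16 h compound incubation. Luminescence end-point read 10 min after Bright-Glo addition at room temperature.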
BLM inh: qHTS Assay for Inhibitors of Bloom's syndrome helicase (BLM); 350,000 tested, 0.2% active; Potency, µM (top dose mostly 56.1 µM), for inactives: at the top dose activity change, negative = inhibition, actives largely listed as inhibitors; recombinant BLM DNA unwinding, fluorescence dequenching;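 further: potency means the concentration at half of the fitted maximal effect; plate controls were vehicle for no effect and no enzyme for full effect; nearly all actives have a fitted effect of over 35% in size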
APE1 inh: qHTS Assay for Inhibitors of the Human Apurinic/apyrimidinic Endonuclease 1 (APE1); DNA repair nuclease/redox regulator APEX1 (Homo sapiens), P27695; AID 2517, 2012; Potency, µM (doses to about 65.8 µM), without a hit: at the top dose activity change, negative = inhibition, most hits filed as inhibitors; recombinant APE1, TAMRA/BHQ-2 abasic DNA cleavage fluorescence; 350,000 tested, 0.35% active;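 further: potency means the concentration at half of the fitted maximal effect; plate controls were vehicle for no effect and reference inhibitor for full effect; nearly all actives have a fitted effect of over 55% in size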
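Step 1: APE1 (0.75 nM) with compound, 15 min RT. Step 2: add 50 nM fluorophore/quencher THF duplex. Step 3: three fluorescence reads 60 s apart (525/598 nm); read 3 minus read 1 = reaction progress.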
POLI inh: qHTS for Inhibitors of Polymerase Iota; 390,000 tested, 1% active; DNA polymerase iota (Homo sapiens), Q9UNA4; Potency, µM (series often up to 115 µM), inactives show top-dose activity, negative = inhibition, usual class: inhibitors; AID 588590, 2011; Pol iota fluorescent replication assay, 10 min; further: potency means the concentration at half of the fitted maximal effect
Target sequence (Q9UNA4 whole entry, looked up): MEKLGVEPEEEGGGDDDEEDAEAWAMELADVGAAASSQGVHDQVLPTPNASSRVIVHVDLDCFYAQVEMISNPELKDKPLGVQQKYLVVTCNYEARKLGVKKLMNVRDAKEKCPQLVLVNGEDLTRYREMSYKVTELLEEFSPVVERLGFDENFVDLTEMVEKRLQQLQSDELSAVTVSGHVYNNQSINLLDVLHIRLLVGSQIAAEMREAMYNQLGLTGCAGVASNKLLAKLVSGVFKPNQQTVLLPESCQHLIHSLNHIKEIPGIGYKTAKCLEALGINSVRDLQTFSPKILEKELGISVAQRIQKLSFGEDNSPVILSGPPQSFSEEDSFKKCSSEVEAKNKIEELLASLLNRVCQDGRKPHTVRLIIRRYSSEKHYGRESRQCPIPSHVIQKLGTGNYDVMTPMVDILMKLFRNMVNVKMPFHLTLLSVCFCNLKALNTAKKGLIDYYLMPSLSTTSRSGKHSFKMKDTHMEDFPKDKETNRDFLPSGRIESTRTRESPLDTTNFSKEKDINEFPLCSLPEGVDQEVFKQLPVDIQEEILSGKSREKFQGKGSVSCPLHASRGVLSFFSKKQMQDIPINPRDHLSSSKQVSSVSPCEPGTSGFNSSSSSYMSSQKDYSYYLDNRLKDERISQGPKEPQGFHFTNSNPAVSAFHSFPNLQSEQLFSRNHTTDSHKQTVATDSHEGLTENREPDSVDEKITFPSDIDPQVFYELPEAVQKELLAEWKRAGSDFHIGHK
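Fluorescent replication assay read twice, at 0 min and 10 min after adding 50 nM (final) substrate. Enzyme (10 nM) and compounds were first incubated 15 min at room temperature; enzyme-free buffer wells were negative controls.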
POLB inh: qHTS Assay for Inhibitors of DNA Polymerase Beta. P06746. Pol beta primer extension/strand displacement, fluorescence kinetic. Potency, µM (doses to about 114 µM), for inactives: top-dose activity change, negative = inhibition, usual class: inhibitors. 340,000 tested, 1.3% active. AID 485314, 2010; further: potency means the concentration at half of the fitted maximal effect; on the % scale 0 is the no-effect control and ±100 the full control effect
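Curves were derived by four-parameter Hill fits of normalized qHTS data. The kinetic fluorescent primer-extension read was taken at 0 and 10 min after 50 nM substrate, following a 15 min room-temperature preincubation of 10 nM enzyme with compounds.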
LDHA block: qHTS assay for inhibitors of human lactate dehydrogenase. L-lactate dehydrogenase A chain (Homo sapiens), P00338. purified LDHA, NADH/diaphorase-resazurin fluorescence; active compounds read low. activity change, % (values are at about 110 or 230 µM). 480,000 tested, 0.15% active; in the data active means activity change below about -30%; inconclusive means mostly about -25% to -30%;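 further: plate controls were DMSO wells for no effect and wells without enzyme for full effect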
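Human LDH5 (2 nM) was incubated with 0.06 mM NADH and 0.2 mM pyruvate for 5 min at room temperature in Tris pH 7.4. Remaining NADH was coupled through diaphorase/resazurin, and resorufin fluorescence was read at 0 and 20 min.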
Numbers without * were called inactive; & = joins results of further samples; [ ] = remark or other dose. Unless noted, the call rests on the fitted dose curve; in most records, active means well fitted curve in the direction sought with a large enough effect; inconclusive means small, poorly fitted or top-dose-only effect, or another doubt; inactive means no such curve, though single readings can be large; an effect the other way counts as inactive or inconclusive. Some of the compounds tested (hit frequency here may not be typical).

For CC1CCN(CCOc2cccc(Br)c2)CC1 the results were Apoferritin bind -3%, Pol eta inh -6%, POLK inh -7%, Glioma ERSR ind -1%, BLM inh 5%, APE1 inh 1%, POLI inh 130%[activator], POLB inh 31% and LDHA block -19.
`CC(=O)N1c2ccc(S(=O)(=O)N3CCC(C(=O)Nc4ccc(F)cc4)CC3)cc2CC1C` (stereo not given) gave Apoferritin bind -19%, Pol eta inh 7%, POLK inh -2%, Glioma ERSR ind -5%, BLM inh -4%, APE1 inh 0%, POLI inh 1%, POLB inh 43% and LDHA block -3.
Cc1nn(CC(=O)O)c(C)c1N was read as Apoferritin bind 0%, Pol eta inh -19%, POLK inh -11%, Glioma ERSR ind -1%, BLM inh -2%, APE1 inh 3%, POLI inh inconclusive, POLB inh 0% and LDHA block 2.
For COc1cccc(CN2c3ccccc3-c3nc(SCC(=O)Nc4ccccc4Cl)ncc3S2(=O)=O)c1 the results were Apoferritin bind -6%, Pol eta inh -6%, POLK inh -18%, Glioma ERSR ind -4%, BLM inh -8%, POLI inh -10%, POLB inh 2% and LDHA block -5.
Screening COCCCn1c(SCC(=O)N2CCOCC2)nc2cc(Cl)ccc2c1=O returned Pol eta inh -3%, POLK inh -3%, Glioma ERSR ind -2%, APE1 inh 1%, POLI inh 7% and LDHA block -4.
For Cc1cccc(CSc2nc(-c3cccc(C)c3)nc3c2Cc2c(CO)cnc(C)c2O3)c1 the results were Apoferritin bind -3%, Pol eta inh -13%, POLK inh -1%, Glioma ERSR ind -3%, BLM inh -5%, POLI inh 20%, POLB inh 1% and LDHA block 4.
Screening CCC(C)NC(=O)c1ccc(Cn2c(=O)c3cccn3c3cccnc32)cc1 (stereo not given) returned Apoferritin bind inconclusive, Pol eta inh 11%, POLK inh -2%, Glioma ERSR ind -4%, BLM inh 1%, POLI inh -12%, POLB inh 12% and LDHA block -4.
Screening CCOCCCNC(=O)c1ccc(NC(=O)N2CCCCc3ccccc32)cc1 returned Apoferritin bind -1%, Pol eta inh -4%, POLK inh 5%, Glioma ERSR ind -1%, BLM inh 2%, POLI inh 30%[activator], POLB inh 3% and LDHA block -5.
CCc1cc2c(cc3c(=O)n(CC(=O)N4CCC(C)CC4)nc(CC)n32)s1 was read as Apoferritin bind -16%, Pol eta inh -15%, POLK inh -10%, Glioma ERSR ind -2%, BLM inh -2%, POLI inh 16%, POLB inh 13% and LDHA block -3.
CSc1nsc(SCC(=O)Nc2ccccc2F)n1 was read as Apoferritin bind -15%, Pol eta inh 6%, POLK inh 4%, Glioma ERSR ind 2%, BLM inh -10%, APE1 inh 65%[activator], POLI inh 97%[activator], POLB inh -11% and LDHA block -9&4.
`O=[N+]([O-])c1ccc(O/N=[N+](\[O-])N2CCN(c3ncccn3)CC2)c([N+](=O)[O-])c1` gave POLK inh -4%, Glioma ERSR ind inconclusive, POLI inh inconclusive and LDHA block 4.
For CCOC(=O)c1ccc(S(=O)(=O)Nc2ccc3cn[nH]c3c2)cc1 the results were Apoferritin bind -22%, Pol eta inh -8%, POLK inh 0%, Glioma ERSR ind -3%, BLM inh -7%, APE1 inh -1%, POLI inh -2%, POLB inh 12% and LDHA block 9.
COc1cc(/C=C/C(=O)NNC(=O)c2cccc(S(=O)(=O)N(C)C)c2)cc(OC)c1OC was read as Pol eta inh -12%, POLK inh -2%, Glioma ERSR ind -1%, APE1 inh 21%, POLI inh -9% and LDHA block -6.
For CCOc1ccc(NC(=O)CN2C(=O)CC(C)Sc3ccccc32)cc1 (stereo not given) the results were Apoferritin bind -4%, Pol eta inh -18%, POLK inh 4%, Glioma ERSR ind -2%, BLM inh -3%, POLI inh 23%, POLB inh -18% and LDHA block 2.
CCS(=O)(=O)N1CCC(C(=O)c2ccc(Cl)cc2)CC1 was read as Apoferritin bind -8%, Pol eta inh -2%, POLK inh 6%, Glioma ERSR ind -3%, BLM inh -7%, APE1 inh 11%, POLI inh 4%, POLB inh 38% and LDHA block -12.
`Cc1conc1NC(c1cccs1)c1ccc2cccnc2c1O` (stereo not given) gave Apoferritin bind inconclusive, BLM inh -8%, APE1 inh -2% and POLB inh 20%.
O=C(N/N=C/c1ccccc1O)C1CC(=O)N(c2ccc(F)cc2)C1 (stereo not given) was read as Apoferritin bind -3%, Pol eta inh -10%, POLK inh 5%, Glioma ERSR ind 0%, BLM inh -2%, APE1 inh 2%, POLI inh 68%[activator], POLB inh 3% and LDHA block 3.
For CCOc1cc(C(=O)Nc2ccc3oc(-c4ccc(CC)cc4)nc3c2)cc(OCC)c1OCC the results were Apoferritin bind 4%, Pol eta inh -8%, POLK inh -16%, Glioma ERSR ind -2%, BLM inh -12%, POLI inh 3%, POLB inh -1% and LDHA block -6.
`Fc1ccccc1N1CCN(c2ncnc3[nH]ncc23)CC1` gave Apoferritin bind -1%, Pol eta inh 8%, POLK inh -10%, Glioma ERSR ind -8%, BLM inh 0%, APE1 inh 3%, POLI inh 46%[activator], POLB inh 4% and LDHA block -7.
For COc1ccc(NC(=O)c2cc(C)on2)cc1 the results were Apoferritin bind -8%, Pol eta inh -16%, POLK inh 4%, Glioma ERSR ind -7%, BLM inh -2%, APE1 inh -5%, POLI inh 9%, POLB inh 52% and LDHA block 0.
For COCCNC(=O)c1ccccc1-c1nc(-c2ccccc2OC)no1 the results were Apoferritin bind -15%, Pol eta inh -4%, POLK inh 0%, Glioma ERSR ind 5%, BLM inh -2%, APE1 inh -5%, POLI inh -7%, POLB inh 30% and LDHA block -5.
Screening CN(NC(=O)c1ccc(Cl)cc1)c1ncc(C(F)(F)F)cc1Cl returned Apoferritin bind -5%, Pol eta inh -17%, POLK inh -5%, Glioma ERSR ind -5%, BLM inh -4%, APE1 inh -4%, POLI inh 154%[activator], POLB inh 17% and LDHA block -10.
`COc1ccc2oc(C(=O)Nc3nc(-c4ccccn4)cs3)c(C)c2c1` gave Pol eta inh inconclusive, POLK inh -26%, Glioma ERSR ind -1%, APE1 inh 7%, POLI inh inconclusive and LDHA block 1.
`CCN1CCN(C(=O)CCc2nnc3ccc(N4CCN(c5cccc(OC)c5)CC4)nn23)CC1` gave Apoferritin bind -7%, Pol eta inh -8%, POLK inh -1%, Glioma ERSR ind -5%, BLM inh -1%, APE1 inh 41%, POLI inh -28%, POLB inh 18% and LDHA block 4.

Retrieved one by one from above:
CCS(=O)(=O)N1CCC(C(=O)c2ccc(Cl)cc2)CC1 was read as Apoferritin bind -8%, Pol eta inh -2%, POLK inh 6%, Glioma ERSR ind -3%, BLM inh -7%, APE1 inh 11%, POLI inh 4%, POLB inh 38% and LDHA block -12.
`Cc1conc1NC(c1cccs1)c1ccc2cccnc2c1O` (stereo not given) gave Apoferritin bind inconclusive, BLM inh -8%, APE1 inh -2% and POLB inh 20%.

Later entries.
For Cc1cc(=O)[nH]c(SCC(=O)c2ccc(O)c(O)c2)n1 the results were Apoferritin bind -7%, Pol eta inh 18µM*, POLK inh inconclusive, Glioma ERSR ind -3%, BLM inh -4%, APE1 inh -23%, POLI inh 50µM*, POLB inh 11µM* and LDHA block 3.
Screening Cc1c(NC2(C#N)CCCC2)c(=O)n(-c2ccccc2)n1C returned Apoferritin bind -6%, Pol eta inh -13%, POLK inh -6%, Glioma ERSR ind -3%, BLM inh -17%, APE1 inh 9%, POLI inh 53%, POLB inh 15% and LDHA block 3.
For CCC(C(=O)NN1C(=O)c2ccccc2C1=O)c1ccccc1 (stereo not given) the results were Apoferritin bind -9%, Pol eta inh -18%, POLK inh -1%, Glioma ERSR ind -3%, BLM inh -3%, APE1 inh 23%, POLI inh 148%[activator], POLB inh 36% and LDHA block -11.
For O=[N+]([O-])c1cc([N+](=O)[O-])c(Oc2cc(F)ccc2F)cc1NN1CCCCC1 the results were Apoferritin bind -13%, Pol eta inh -2%, POLK inh 13%, Glioma ERSR ind -2%, BLM inh -6%, APE1 inh -13%, POLI inh -3%, POLB inh 7% and LDHA block 4.
For CCCc1cc(=O)[nH]c(SCC(=O)C(C)(C)C)n1 the results were Apoferritin bind inconclusive, Pol eta inh 0%, POLK inh -12%, Glioma ERSR ind -3%, BLM inh -2%, APE1 inh 3%, POLI inh 4%, POLB inh 10% and LDHA block -5.
For O=C(CN1CCN(S(=O)(=O)c2ccc(F)cc2)CC1)Nc1ccc(Cl)cn1 the results were Apoferritin bind -4%, Pol eta inh -7%, POLK inh -7%, Glioma ERSR ind -5%, BLM inh -8%, APE1 inh -9%, POLI inh 4%, POLB inh inconclusive and LDHA block 2.
Screening Cc1c(C)n(Cc2ccccc2)c2ccc(C(=O)NCCCN3CCOCC3)cc12 returned Apoferritin bind -5%, Pol eta inh inconclusive, POLK inh -6%, Glioma ERSR ind -7%, BLM inh 3%, APE1 inh 11%, POLI inh 62%[activator], POLB inh -15% and LDHA block -2.
For Cc1[nH]n(-c2ccccc2)c(=O)c1C=NCC1CCCO1 (stereo not given) the results were Apoferritin bind -6%, Pol eta inh -12%, POLK inh 7%, Glioma ERSR ind -2%, BLM inh -3%, APE1 inh 1%, POLI inh 23%, POLB inh -1% and LDHA block -1.
CCn1cc(C(=O)OCC(=O)Nc2c(C)n(C)n(-c3ccccc3)c2=O)c(=O)c2ccc(C)nc21 was read as Apoferritin bind -13%, Pol eta inh -10%, POLK inh 2%, Glioma ERSR ind 1%, BLM inh -1%, APE1 inh 0%, POLI inh 6%, POLB inh 19% and LDHA block 0.
